High-throughput results: PubChem, several laboratories
p47phox inh = p47phox (human) inhibition; P14598; p47phox/p22phox peptide binding, fluorescence polarization, 2 h; inhibition, % at 24.7 µM; actives 0.53% (n = 220,000); AID 1274;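 active means inhibition above about 30%, limit read from the data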;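 further: 0% = p47phox with labelled peptide and 100% = labelled peptide alone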
Target sequence (P14598 whole entry, looked up): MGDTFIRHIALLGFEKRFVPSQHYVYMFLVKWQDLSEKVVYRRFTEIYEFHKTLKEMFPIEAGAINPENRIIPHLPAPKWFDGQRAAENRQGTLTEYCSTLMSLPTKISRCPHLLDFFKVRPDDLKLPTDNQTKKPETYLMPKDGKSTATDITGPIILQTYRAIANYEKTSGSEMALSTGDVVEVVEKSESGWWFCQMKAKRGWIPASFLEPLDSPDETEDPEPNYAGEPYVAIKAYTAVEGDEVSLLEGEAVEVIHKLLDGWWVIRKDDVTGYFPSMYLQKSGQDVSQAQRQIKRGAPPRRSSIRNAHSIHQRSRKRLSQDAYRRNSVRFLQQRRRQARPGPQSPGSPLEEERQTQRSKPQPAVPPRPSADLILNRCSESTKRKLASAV
S1P4 antag = antagonists of human S1P4 receptor | AID 1510 | inhibition, % at 4.98 µM | actives 0.26% (n = 220,000) | S1P4-expressing cells, antagonist mode, reporter read-out | O95977; in the data active means inhibition above about 29%;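 further: 0% = wells stimulated with agonist and 100% = vehicle wells without agonist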
CHOP inhibitor = blocks CHOP induction under ER stress | CHO-K1 CHOP-promoter luciferase, tunicamycin-induced, 15-18 h | inhibition, % at 10 µM | actives 3.8% (n = 220,000);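 active means compounds that reduced the stress-induced luciferase reporter signal by more than about 70% of percent inhibition, limit read from the data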;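 further: 0% = tunicamycin plus vehicle and 100% = wells without tunicamycin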
NPY2 pot ag = potentiates or activates human NPY-Y2 receptor. actives 0.45% (n = 220,000). cells expressing NPY-Y2, potentiator/agonist read-out. AID 1359. P49146. activation, % at 3.6 µM; in the data active means activation above about 27%;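 further: cells stimulated with NPY near EC25 plus isoproterenol at EC100; 0% = vehicle plus submaximal agonist and 100% = vehicle plus saturating agonist; some results beyond the cut were filed as inactive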
NPY1 pot ag = potentiators or agonists of human neuropeptide Y receptor Y1; AID 1304; actives 0.37% (n = 220,000); NPY-Y1 expressing cells, potentiator/agonist activation; activation, % at 3.6 µM; in the data active means activation above about 33%, passing the limit was not always enough;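 further: cells stimulated with NPY at EC10 then isoproterenol at EC100; 0% = low agonist plus stimulus and 100% = saturating agonist plus stimulus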
Target sequence (P25929 whole entry, looked up): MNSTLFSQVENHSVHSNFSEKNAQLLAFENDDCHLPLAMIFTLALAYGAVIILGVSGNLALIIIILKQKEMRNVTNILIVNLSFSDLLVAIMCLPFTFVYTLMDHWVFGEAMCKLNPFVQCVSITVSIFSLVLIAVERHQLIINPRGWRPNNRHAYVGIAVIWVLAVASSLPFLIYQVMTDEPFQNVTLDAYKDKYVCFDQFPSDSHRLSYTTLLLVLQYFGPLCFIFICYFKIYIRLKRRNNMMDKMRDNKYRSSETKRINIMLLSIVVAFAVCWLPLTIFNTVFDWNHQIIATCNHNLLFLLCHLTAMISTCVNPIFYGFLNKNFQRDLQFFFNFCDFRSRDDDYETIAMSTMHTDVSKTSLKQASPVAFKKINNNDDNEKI
S1P4 ag = agonists of human S1P4 receptor | O95977 | S1P4-expressing cell line, agonist reporter assay | activation, % at 4.98 µM | actives 0.35% (n = 220,000) | AID 1509; in the data active means activation above about 11%;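 further: 0% = DMSO vehicle and 100% = reference agonist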
BaF3 parental = counter-screen for JAK2V617F inhibitors: parental Ba/F3 viability inhibitors; CellTiter-Glo ATP luminescence; inhibition, % at 5.6 µM; actives 1.1% (n = 220,000); AID 1486;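 active means inhibition above a per-campaign cutoff, the mean inhibition of all tested compounds plus 3 SD, cut at about 27% in these data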;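 further: 0% = DMSO wells and 100% = JAK Inhibitor I control wells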
NPY Y1 blocker = antagonists of human neuropeptide Y receptor Y1. P25929. HEK293-CNG Y1 cells, membrane potential fluorescence; NPY at EC95, then isoproterenol. inhibition, % at 3.6 µM. actives 1% (n = 200,000). AID 1040;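 active means inhibition above the campaign mean inhibition of all tested compounds plus 3 SD, cut at about 20% in these data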;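 further: 0% = DMSO wells given NPY plus isoproterenol and 100% = isoproterenol alone without NPY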
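material = HEK293 cells with Y1 receptor plus CNG channel | also added = NPY 25 nM then isoproterenol 1 µM plus Ro 20-1724 25 µM | schedule = dye 3 h, compound 60 min room temperature, stimulation 45 min | measured by = membrane potential fluorescence | benchmarks = high control isoproterenol alone, low control NPY with isoproterenol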
Ba/F3 V617F tox = lowers viability of Ba/F3 cells expressing EpoR and JAK2V617F; inhibition, % at 5.6 µM; actives 1.1% (n = 220,000); ATP luminescence; AID 1446;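 active means inhibition above the campaign mean plus 3 SD over all tested compounds, cut at about 24% in these data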;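 further: cytokine-independent growth of Ba/F3 cells driven by EpoR plus mutant JAK2; 0% = DMSO-treated cells and 100% = JAK inhibitor I control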
* hit, by the source's call; nt = no result given.

compound	CHOP inhibitor	p47phox inh	BaF3 parental	S1P4 ag	NPY2 pot ag	Ba/F3 V617F tox	S1P4 antag	NPY1 pot ag	NPY Y1 blocker
CCOC(=O)C1Sc2ccccc2NC1=O (stereo not given)	14	-4	3	-0.8	12	0	-2	17	-2
CCN(CC)c1ccc(NC(=O)c2ccc(Br)o2)cc1	1	7	0	-0.4	29	-1	1	12	-2
Cc1ccccc1OCCn1cnc2cc([N+](=O)[O-])ccc2c1=O	21	-15	8	-0.3	3	0	-17	7	1
CCC(SC1=NCCS1)C(=O)Nc1ccc(S(N)(=O)=O)cc1 (stereo not given)	12	-10	5	0.5	3	0	-2	-14	1
COc1ccc(CN2C(=O)CS/C2=N/N=C/c2cccs2)cc1	-6	-17	5	0.9	-18	-1	3	-27	nt
CCC(=O)Nc1nc2ccc(NC(=O)c3cc(OC)c(OC)c(OC)c3)cc2s1	-6	-4	4	-1.5	-7	-1	-9	-9	-3
CCOc1ccccc1NC(=O)CCCn1cc([N+](=O)[O-])cn1	30	0	8	0.4	-30	4	-1	5	1
O=C(O)C1C2C=CC(O2)C1C(=O)NCc1ccc(Cl)cc1 (stereo not given)	12	2	0	-2.1	14	-4	-8	7	1
O=C1CS/C(=N/N=C2CCCC2)N1	6	-2	3	1.2	-9	-3	-1	9	3
O=C(OCC(=O)N(C1CCCCC1)C1CCCCC1)c1ccco1	28	-7	2	1.9	-11	-3	2	-13	3
CCN(C(=O)CSc1nnc(-c2ccncc2)n1-c1ccccc1)C1CCS(=O)(=O)C1 (stereo not given)	-6	1	3	0.8	7	-1	-5	5	-2
O=C(NCC1CCCO1)c1cc(-c2ccncc2)nc2ccc(S(=O)(=O)N3CCOCC3)cc12 (stereo not given)	34	0	4	1.8	-13	-1	-23	-4	1
Cc1ccc(C2CCN(C(=S)NC(C)(C)C)C2)cc1 (stereo not given)	-11	1	2	-0.1	-22	-3	4	-7	3
c1csc(-c2nnc(N3CCOCC3)c3ccccc23)c1	13	-5	3	-0.6	-3	-1	-7	20	-2
CCOC(=O)C1CCCN(C(=O)c2cccc(NC(=O)C(CC)CC)c2)C1 (stereo not given)	-3	-3	4	1.5	-1	-2	-20	6	-4
CC1Cc2ccccc2N1C(=O)C1CCCCN1S(=O)(=O)c1ccccc1 (stereo not given)	2	-11	4	-1.9	-14	1	6	1	4
COC(c1ccccc1)c1nnc(CCC(=O)N2CCN(CCOc3ccccc3)CC2)o1 (stereo not given)	-16	3	4	0.0	9	-2	-19	13	1
Cc1cc(N2CCCCC2)nc2ccc(NC(=O)CCC(=O)NCCC(C)C)cc12	56	-15	7	-2.2	-1	0	-25	-9	3
CCCSc1cc(=O)n(-c2ccccc2)nc1C(=O)O	5	8	5	-0.4	17	-2	-4	-5	-4
NC(=O)c1cc(-c2ccccc2)nc(Oc2ccccc2)n1	33	-10	3	0.2	6	-2	12	5	0
CCOC(=S)SCC(=O)N1CCc2cc(OC)c(OC)cc2C1C1C(=O)CC(C)(C)CC1=O (stereo not given)	26	-9	6	1.1	6	2	-9	5	-1
O=C(Cn1cnc2c(oc3ccccc32)c1=O)NCc1ccccc1	-7	-1	19	0.1	-1	0	-7	3	6
Cc1ccc(C(=O)N/C(=C\c2ccc(F)cc2)C(=O)NCc2ccncc2)cc1	3	-4	4	1.0	10	-3	-7	-20	0
CC(Oc1ccccc1F)C(=O)NN (stereo not given)	-20	-5	5	0.2	-4	4	-6	1	3
CC(C)c1nnc(NC(=O)CCC(=O)N2CCN(C3c4ccccc4-c4ccccc43)CC2)s1	39	-3	6	0.4	2	5	-4	0	7

compound	CHOP inhibitor	p47phox inh	BaF3 parental	S1P4 ag	NPY2 pot ag	Ba/F3 V617F tox	S1P4 antag	NPY1 pot ag	NPY Y1 blocker
O=C(NCc1ccccc1Cl)C1CCCO1 (stereo not given)	-8	-13	5	5.6	12	-2	-13	20	-3
C=CCn1c(CNC(=O)c2ccco2)nnc1SCC(=O)Nc1cccc(F)c1	10	-4	2	-1.5	-17	-5	-7	8	4
O=C(c1cccc(NS(=O)(=O)c2ccc(F)c(F)c2)c1)N1CCN(Cc2ccccc2)CC1	34	-10	4	1.0	4	-1	1	32	-3
CCOC(=O)C(C(=O)OCC)C1CS(=O)(=O)CC1C(C(=O)OCC)C(=O)OCC (stereo not given)	-6	-9	-3	2.8	0	-2	-9	-29	-2
c1csc(C(c2nnnn2C2CCCC2)N2CCOCC2)c1 (stereo not given)	35	7	9	-0.5	4	-1	-3	10	-2
C/C(CC(=O)Nc1ccc2c(c1)OCO2)=N\NC(=O)c1ccccc1N	2	-2	-1	0.6	-29	0	9	3	nt
O=C(NNC(=O)c1cc(-c2ccc(Cl)cc2Cl)nc2ccccc12)Nc1ccccc1	96*	-25	-1	2.2	8	-6	3	5	1
Cc1ccc2c(c1)C1CN(C)CCC1N2C(=S)Nc1ccc(Cl)cc1Cl (stereo not given)	12	-5	4	3.3	0	1	-21	10	0
CC(=O)Nn1cc2c(c1-c1ccccc1)c(=O)n(C)c(=O)n2C	46	-2	3	0.9	-18	4	-14	16	0
CN(C=C1C(=O)CC(C)(C)CC1=O)CCN1CCNCC1	47	-12	5	-0.1	-5	1	14	6	-3
Nc1c(C(=O)c2ccccc2)sc2nsc(SCCN3CCCC3)c12	-65	12	-2	0.5	6	2	11	28	nt
CCOc1cc(C=O)ccc1OCCSc1ccc(Cl)cc1	30	-1	4	-3.7	12	-2	6	11	-3
COc1ccccc1Nc1nc2nonc2[nH]c1=O	4	5	8	0.5	-7	3	3	-10	-1
CN(C)C(=O)C12CCC(C)(C(=O)C1Br)C2(C)C (stereo not given)	3	-11	-1	-0.4	-30	0	-3	-19	nt
CCCCSCc1[nH]c(=O)[nH]c1C(=O)CCCCC(=O)OCC	-5	-25	-3	-0.3	-5	-4	-13	5	-2
COc1ccc(-c2cc(C(=O)NCc3cccs3)no2)cc1	-2	0	-1	0.4	0	-5	-1	-22	nt
CCCCCCCC(=O)N/N=C/c1ccc([N+](=O)[O-])o1	14	-10	12	0.2	-7	3	-5	-17	1
COc1ccc(N2CCN(C(=O)CC(NC(N)=O)c3cccc(Oc4ccccc4)c3)CC2)cc1 (stereo not given)	52	-3	8	0.8	1	-5	-20	30	4
O=C(CNc1ccc2ccccc2c1)N/N=C/C=C/c1cccc([N+](=O)[O-])c1	90*	-8	5	0.4	12	-3	-3	3	-1
Cc1ccc(CC2S/C(=N/N=C/c3ccco3)NC2=O)cc1 (stereo not given)	38	1	-1	-1.3	1	-2	6	-3	0
CCCCNC(=S)Nc1cc(S(=O)(=O)N2CCCCC2)ccc1C	-8	0	-7	1.8	-6	3	3	-12	nt
COc1ccccc1C(=O)Nc1nc(N)n(-c2ccccc2)n1	-19	-12	-1	-0.2	18	-4	-6	-3	2
COc1ccc(NC(=O)c2cccnc2Sc2ccccc2)c(OC)c1	-33	-5	4	0.4	3	-1	-16	0	1
CCC(C)(C)c1ccc(OCCCC[n+]2ccccc2)c(C(C)(C)CC)c1	-3	8	85*	1.7	5	100*	-101	-18	9
CCOC(=O)CSc1nnc2c(n1)C1(C)CCC2C1(C)C (stereo not given)	36	-4	5	0.0	-3	6	-3	2	-3

compound	CHOP inhibitor	p47phox inh	BaF3 parental	S1P4 ag	NPY2 pot ag	Ba/F3 V617F tox	S1P4 antag	NPY1 pot ag	NPY Y1 blocker
Cn1cccc1C(=O)OCC(=O)Nc1cc(C(C)(C)C)nn1-c1ccccc1	59	0	7	0.7	0	1	-12	-11	5
Cc1cc(S(=O)(=O)NCc2cccnc2)ccc1-n1cnnn1	3	2	-4	-0.6	-3	-3	-2	5	5
Cc1cc(C)c2sc(N(CCCN(C)C)C(=O)CN3C(=O)c4ccccc4C3=O)nc2c1	29	-34	1	1.7	10	-1	-1	-8	9
CCOc1cc(CNn2nnnc2N)cc(Cl)c1OCC(=O)NC(C)(C)C	-15	-6	2	-1.6	-8	-2	-5	-4	2
O=C(NCc1ccc2c(c1)OCO2)c1nn(-c2ccccc2)c(=O)c2ccccc12	-7	17	4	-6.5	-5	-1	-4	-21	3
CCCC(=O)NNC(=O)Nc1ccccc1	-16	-15	0	-1.6	-10	0	-1	-7	0
COc1ccc(NC(=S)N2C3CCC2CC(NC(=O)NC24CC5CC(CC(C5)C2)C4)C3)c(OC)c1 (stereo not given)	23	-10	7	-0.4	-2	-1	0	8	-5
CCC(C)c1ccccc1NC(=O)CN1CCN(C/C=C/c2ccccc2)CC1 (stereo not given)	75*	-12	7	0.1	-6	2	-17	-18	0
O=S(=O)(Nc1ccc(N2CCOCC2)nn1)c1ccccc1	-26	-7	1	0.0	-7	-3	3	-4	0
COc1ccc(-c2csc3ncn(-c4cccc(C)c4)c(=O)c23)cc1OC	21	13	8	0.2	-4	-1	-7	-6	5
CC(=O)c1cc(N2CCC(C(=O)O)CC2)ccc1[N+](=O)[O-]	9	-3	4	3.2	3	2	-14	2	1
C[C@@H]1NC(=O)[C@H](CCC(N)=O)NC(=O)c2cc([N+](=O)[O-])cc(I)c2NCC[C@@H](C(N)=O)NC1=O	2	-5	8	0.0	14	0	5	-20	-1
CCN(CC)S(=O)(=O)c1cccc(NC(=O)CCNC(=O)c2ccc([N+](=O)[O-])cc2)c1	8	-1	-4	-1.3	-6	2	-9	-35	nt
CCCCCC(=O)NC(=S)Nc1cccc(C(C)=O)c1	7	-14	0	-2.0	1	-1	-17	-10	-4
c1ccc(CCn2c(SCc3ccccc3)nnc2-c2ccncc2)cc1	-6	1	-2	-2.7	4	-1	14	-20	5
O=C(O)c1ccc(N2CCCC2=O)cc1	-12	-12	1	-1.0	-7	6	-2	-12	3
Cc1ccc(C)c(-n2nnnc2SCC(=O)Nc2cccc(-c3nnc4n3CCCCC4)c2)c1	62	-7	0	-1.4	15	-4	0	12	-1
COc1ccc(-c2[nH]ncc2CN(CCO)CC23CC4CC(CC(C4)C2)C3)c(OC)c1	9	-13	4	0.8	-6	0	0	-9	9
Cc1cccc(NC(=O)NCC(c2cccnc2)N2CCOCC2)c1 (stereo not given)	0	-4	-1	2.3	-11	-1	-13	-10	-1
CC(C)c1onc(C(=O)Nc2cccc(O)c2)c1[N+](=O)[O-]	9	0	8	1.6	-7	-1	-6	1	-5
CN(C(=O)Nc1ccc(Cl)cc1Cl)[C@H]1c2cc(Br)ccc2OC[C@H]1CO	89*	-7	8	-3.2	-5	1	-11	-2	2
COC(=O)c1[nH]c(C)c(/C(O)=C2\C(=O)C(=O)N(CCN3CCOCC3)C2c2ccc(C)o2)c1C (stereo not given)	-7	-3	0	2.1	5	5	-5	3	nt
CCOC(=O)CSc1nc(C)c2ccc(C)cc2n1	-15	1	2	0.2	12	-4	-2	-10	-2
Cc1ccc(-c2csc3nnc(SCC(=O)Nc4cccc(C)n4)n23)cc1	9	-11	7	0.9	-1	4	2	7	4

Entries of single compounds, quoted from the list.
COc1ccc(NC(=S)N2C3CCC2CC(NC(=O)NC24CC5CC(CC(C5)C2)C4)C3)c(OC)c1 (stereo not given) in the list: CHOP inhibitor: 23; p47phox inh: -10; BaF3 parental: 7; S1P4 ag: -0.4; NPY2 pot ag: -2; Ba/F3 V617F tox: -1; S1P4 antag: 0; NPY1 pot ag: 8; NPY Y1 blocker: -5
CCC(C)c1ccccc1NC(=O)CN1CCN(C/C=C/c2ccccc2)CC1 (stereo not given) in the list: CHOP inhibitor: 75*; p47phox inh: -12; BaF3 parental: 7; S1P4 ag: 0.1; NPY2 pot ag: -6; Ba/F3 V617F tox: 2; S1P4 antag: -17; NPY1 pot ag: -18; NPY Y1 blocker: 0
